# Bioassay records (PubChem)
# EBNA-1 inhibitor: EBNA-1 DNA-binding inhibitors, primary screen, biochemical, fluorescence polarization; inhibition, % at 14.8 µM; 300,000 compounds, 0.34% hits; AID 1950, 2009; in the data active = inhibition above about 28%
# TPT1 inh: Candida albicans TPT1 enzyme inhibitors, primary screen, biochemical, fluorescence polarization. AID 1962, 2009. recombinant caTPT1, FP RNA substrate dephosphorylation. 300,000 compounds, 0.81% hits. inhibition, % at 5 µM. tRNA 2'-phosphotransferase TPT1 (Candida albicans SC5314);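 active = inhibition above the mean of all tested compounds plus 3 SD, set per screening campaign, cut at about 24% in these data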;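 also: plate controls were DMSO alone for no effect and ferristatin control at 100 nM for full effect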
# Efflux pump mplx: inhibitors of Candida efflux pumps in yeast, primary screen, S. cerevisiae, Nile Red, multiplex | 330,000 compounds, 0.44% hits | S. cerevisiae Candida pump triplex | inhibition, % at 10 µM;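 active = plate passing quality check with inhibition over a set limit, or well fluorescence over plate mean plus 4 SD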;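 also: Nile Red retained in pooled yeast measured as flow cytometry median fluorescence; 0% = buffer negative control and 100% = Enniatin B positive control; higher means more Nile Red kept so more efflux inhibition; some compounds called inactive have numbers as strong as hits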
# core dimer inh: inhibitors of HCV core protein dimerization, primary screen, biochemical, TR-FRET, high-throughput | TR-FRET GST/Flag-core106 dimerization, 1536-well | 300,000 compounds, 0.33% hits | inhibition, % at 5 µM;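 active = inhibition above the mean of all tested compounds plus 3 SD, set per screening campaign, cut at about 45% in these data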
#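 Assay system: tagged HCV core106 pair (GST and Flag); medium: KF-containing HEPES buffer, pH 7.45, DTT, CHAPS, BSA; also added: Eu donor and XL665 acceptor anti-tag antibodies; dosing: 5 µM single dose; timing: compound-protein-antibody incubation 4 h at 22.5 °C; signal: TR-FRET 671 and 617 nm emission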
# ZTA counter: counter-screen for EBNA-1 inhibitors: inhibitors of Epstein-Barr virus ZTA; P03206; ZTA-DNA binding, fluorescence polarization; inhibition, % at 11 µM; 320,000 compounds, 0.15% hits; AID 2234; in the data active = inhibition above about 33%
# Target sequence (P03206 whole entry, looked up): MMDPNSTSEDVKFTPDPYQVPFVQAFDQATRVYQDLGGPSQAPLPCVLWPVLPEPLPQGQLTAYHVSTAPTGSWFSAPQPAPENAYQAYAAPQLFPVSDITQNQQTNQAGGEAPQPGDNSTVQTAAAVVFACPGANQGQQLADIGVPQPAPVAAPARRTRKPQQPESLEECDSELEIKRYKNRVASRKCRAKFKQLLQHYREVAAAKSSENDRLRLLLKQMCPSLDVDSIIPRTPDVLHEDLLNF
# PP1 counter: PP1-alpha phosphatase inhibitors, primary screen, counter-screen for PP5 inhibitor project, biochemical, fluorescence, OMFP substrate, single point; Serine/threonine-protein phosphatase PP1-alpha catalytic subunit (Homo sapiens), P62136; purified PP1alpha; inhibition, % at 6.7 µM; 320,000 compounds, 0.9% hits;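 active = inhibition above the mean inhibition of all tested compounds plus 3 SD, computed separately for each screening campaign, cut at about 15% in these data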
# Target sequence (P62136 whole entry, looked up): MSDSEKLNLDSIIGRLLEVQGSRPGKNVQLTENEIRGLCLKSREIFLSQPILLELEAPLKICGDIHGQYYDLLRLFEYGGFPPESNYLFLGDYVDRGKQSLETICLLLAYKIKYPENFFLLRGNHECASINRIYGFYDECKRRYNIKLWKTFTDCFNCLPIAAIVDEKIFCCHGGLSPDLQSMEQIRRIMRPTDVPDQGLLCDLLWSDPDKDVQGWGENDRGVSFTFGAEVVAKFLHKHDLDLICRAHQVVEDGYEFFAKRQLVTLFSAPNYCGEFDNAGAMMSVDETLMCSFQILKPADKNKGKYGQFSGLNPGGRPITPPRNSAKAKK
# PREPL inh: PREPL enzyme inhibitors, primary screen, biochemical, fluorescence polarization. Prolyl endopeptidase-like (Homo sapiens), Q4J6C6. recombinant PREPL, fluorescence polarization activity-based probe. inhibition, % at 5.96 µM. 320,000 compounds, 0.68% hits. AID 2751, 2010; in the data active = inhibition above about 43%;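 also: 0% = enzyme with DMSO and 100% = wells lacking enzyme; many of its hits are not listed in these tables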
# CTSL1 counter: Fasciola hepatica cathepsin L1 inhibitors, primary screen, counter-screen for PFM18AAP inhibitor project, biochemical, QFRET, fluorogenic peptide substrate; recombinant F. hepatica cathepsin L1, Z-Leu-Arg-MCA fluorescence; inhibition, % at 5.96 µM; 300,000 compounds, 0.49% hits; AID 1906, 2009;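 active = inhibition above the mean of all tested compounds plus 3 SD, set per screening campaign, cut at about 17% in these data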;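 also: 0% = plate median of test compound wells and 100% = 1 µM Z-Phe-Ala-diazomethylketone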
# PP5 inh: PP5 phosphatase inhibitors, primary screen, biochemical, fluorescence; purified PP5c, OMFP substrate fluorescence; 320,000 compounds, 0.18% hits; inhibition, % at 6.7 µM; Serine/threonine-protein phosphatase 5 (Homo sapiens), P53041;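 active = inhibition above the campaign's mean inhibition across all tested compounds plus 3 SD, cut at about 9.5% in these data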;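 also: 0% = DMSO only and 100% = 100 µM cantharidin control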
# Target sequence (P53041 whole entry, looked up): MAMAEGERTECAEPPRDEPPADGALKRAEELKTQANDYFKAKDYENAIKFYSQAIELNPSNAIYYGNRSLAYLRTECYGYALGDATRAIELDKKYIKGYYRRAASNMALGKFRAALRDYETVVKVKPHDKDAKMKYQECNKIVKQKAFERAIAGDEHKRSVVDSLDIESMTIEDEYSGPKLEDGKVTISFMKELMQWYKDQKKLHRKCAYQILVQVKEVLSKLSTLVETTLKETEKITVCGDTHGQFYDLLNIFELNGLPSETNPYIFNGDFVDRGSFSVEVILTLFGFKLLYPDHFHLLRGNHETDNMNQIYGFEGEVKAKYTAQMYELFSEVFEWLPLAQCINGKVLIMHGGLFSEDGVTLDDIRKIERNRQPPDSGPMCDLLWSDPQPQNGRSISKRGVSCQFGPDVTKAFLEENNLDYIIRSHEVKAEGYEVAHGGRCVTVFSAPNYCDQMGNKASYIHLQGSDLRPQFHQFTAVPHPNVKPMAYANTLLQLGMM
# Numbers without * were called inactive; . = not tested or not shown. This is a subset. The share of hits here may be higher or lower than overall.
No.	structure	EBNA-1 inhibitor	TPT1 inh	Efflux pump mplx	core dimer inh	ZTA counter
1	Cc1ccc(S(=O)(=O)N2CCN(C(=O)COC(=O)c3cnc(C)cn3)CC2)c(C)c1	4	-2	-0.1	-3	-12
2	Cc1cc(C)n(-c2nc3ccccc3nc2Nc2ccc3[nH]c(=O)[nH]c3c2)n1	4	5	0.0	-5	13
3	CCCCCn1nc(C(=O)OCc2nnc(-c3ccccc3)o2)c2ccccc2c1=O	-9	0	0.1	3	6
4	COc1cc(C(c2c(C)[nH][nH]c2=O)c2c(C)[nH][nH]c2=O)ccc1OS(=O)(=O)c1ccccc1	6	2	0.4	6	8
5	COc1ccccc1N1CCN(C(=O)C2CC(=O)N(c3ccccc3)C2)CC1 (centres undefined)	4	1	0.2	11	3
6	C#CCOCCOCCOCCNc1nc(N2CCN(C(=O)CCCCCCCCCCNC(=O)[C@@H](CCC(=O)O)n3cc(CCCCCN)nn3)CC2)nc(N2CCN(C(=O)CCCCCCCCCCNC(=O)[C@H](CCCCN)n3cc(C[C@@H](C)CC)nn3)CC2)n1	-2	-4	0.1	1	54*
7	CCCCn1c(CN(Cc2ccccc2)Cc2ccccc2)nc2c1c(=O)n(C)c(=O)n2C	-6	-5	0.3	5	-8
8	CCOc1ccc(Nc2nc(Cc3nnc(SCC(=O)NC4CCCC4)n3C)cs2)cc1	-3	-5	0.1	2	-7
9	COc1cc(NS(=O)(=O)c2ccc(N)cc2)nc(OC)n1	-7	-4	-0.1	-6	-4
10	O=S(=O)(NCc1ccc(F)cc1)c1ccc(-n2cccn2)cc1	-2	1	-0.1	0	15
11	COc1ccc(S(=O)(=O)N2CCCN(Cc3cccc(F)c3)CC2)cc1	-10	0	0.1	8	4
12	CC(OC(=O)c1oc2ccccc2c1COc1ccccc1)C(N)=O (centres undefined)	-15	1	0.0	1	3

No.	PP1 counter	PREPL inh	CTSL1 counter	PP5 inh
1	-7	0	-7	0.6
2	6	13	4	-0.7
3	0	-5	2	-2.0
4	0	9	7	0.8
5	-1	0	1	1.0
6	18*	31	0	1.2
7	5	10	-2	3.0
8	7	29	2	3.0
9	-2	1	-1	2.6
10	0	-11	0	2.8
11	3	-2	-2	2.1
12	2	-9	2	4.2

# The listing continues:
No.	structure	EBNA-1 inhibitor	TPT1 inh	Efflux pump mplx	core dimer inh	ZTA counter
13	COc1ccc(S(=O)(=O)NC2CCCCCC2)cc1C(N)=O	-5	1	0.0	6	9
14	CC(=O)c1c(C)[nH]c(C(=O)Nc2ccc(C)cc2Br)c1C	-7	-2	0.0	7	2
15	CC1=NCCN1S(=O)(=O)c1c(C(C)C)cc(C(C)C)cc1C(C)C	-5	-1	-0.3	4	10
16	C(=N\n1cnnc1)/c1ccc2ncccc2c1	13	-4	-1.0	-5	1
17	Cc1cc(N2CCOCC2)n2ncc(-c3ccc(Cl)cc3)c2n1	22	-1	-0.1	-3	2
18	Fc1ccc(CSc2nc3ncccc3[nH]2)cc1	-3	1	0.0	-5	11
19	CCN(CC)CCNc1nc2ccccc2n1C	13	-4	-0.2	-5	3
20	CC(C)CNC(=S)N(CCO)Cc1cc2cc3c(cc2[nH]c1=O)OCO3	2	4	0.1	-2	0
21	CCOC(=O)COc1ccc2nsnc2c1	1	0	-0.1	-6	-20
22	CC1C(=O)O[C@@H]2C[C@@H](C)[C@@H]3CCC(=O)[C@@]3(C)[C@@H](O)[C@H]12 (some centres undefined)	7	-4	0.0	3	-1
23	O=C(CCS(=O)(=O)c1cccs1)Nc1ccc(C(=O)NCc2ccccc2)cc1	-6	0	-0.2	-1	15
24	COC(=O)[C@H]1Cc2cnoc2C[C@]1(C)C(=O)O	-3	-3	3.4	-4	-1

No.	PP1 counter	PREPL inh	CTSL1 counter	PP5 inh
13	1	-2	2	1.1
14	0	-11	-1	3.5
15	-2	-1	2	1.2
16	-4	12	-1	0.3
17	-4	7	1	-0.8
18	-3	0	-1	0.2
19	0	3	-1	1.4
20	0	-1	-2	2.1
21	0	9	0	-0.2
22	2	-4	0	1.1
23	-2	-8	0	-0.8
24	0	-4	-1	0.6

# Profiles as entered above.
# Entry for C(=N\n1cnnc1)/c1ccc2ncccc2c1 → EBNA-1 inhibitor = 13; TPT1 inh = -4; Efflux pump mplx = -1.0; core dimer inh = -5; ZTA counter = 1; PP1 counter = -4; PREPL inh = 12; CTSL1 counter = -1; PP5 inh = 0.3
# Entry for CC(=O)c1c(C)[nH]c(C(=O)Nc2ccc(C)cc2Br)c1C → EBNA-1 inhibitor = -7; TPT1 inh = -2; Efflux pump mplx = 0.0; core dimer inh = 7; ZTA counter = 2; PP1 counter = 0; PREPL inh = -11; CTSL1 counter = -1; PP5 inh = 3.5
# Entry for CC1C(=O)O[C@@H]2C[C@@H](C)[C@@H]3CCC(=O)[C@@]3(C)[C@@H](O)[C@H]12 (some centres undefined) → EBNA-1 inhibitor = 7; TPT1 inh = -4; Efflux pump mplx = 0.0; core dimer inh = 3; ZTA counter = -1; PP1 counter = 2; PREPL inh = -4; CTSL1 counter = 0; PP5 inh = 1.1

# The results go on:
No.	structure	EBNA-1 inhibitor	TPT1 inh	Efflux pump mplx	core dimer inh	ZTA counter
25	O=C(N/N=C/c1ccc(Cl)c([N+](=O)[O-])c1)c1cnccn1	13	-1	0.0	6	11
26	Cc1ccc(S(=O)(=O)Cc2ccc(C(=O)NCCCN3CCCC3=O)o2)cc1	-5	2	0.1	3	-2
27	CC(Sc1nc2ccccc2c(=O)n1CC1CCCO1)C(=O)NC(C)c1ccccc1 (centres undefined)	-7	-2	0.0	2	-1
28	Cc1occc1-c1nnc(SCC(=O)Nc2nccs2)n1Cc1ccco1	10	-5	-0.1	0	-23
29	CN1CCN(NC(=O)c2cccc(S(=O)(=O)N3CCCCCC3)c2)CC1	-8	-1	0.0	-3	-11
30	O=C(CCNS(=O)(=O)c1ccccc1C(F)(F)F)N1CCN(c2ccccc2O)CC1	3	-2	-0.1	-2	10
31	C=CCN(c1ccccc1)S(=O)(=O)c1cccc(C(=O)NC2CCC(O)CC2)c1 (centres undefined)	-7	1	0.0	1	2
32	CCOc1ccc(NC(=O)CCC(=O)Nc2nnc(CC)s2)cc1	-11	-1	0.0	0	-9
33	OC(COc1ccc(Br)cc1)Cn1ccnc1 (centres undefined)	12	-3	-0.2	-6	0
34	CC(C)c1ccc(CN2CCC(Oc3ccc(C(=O)N4CCCC4)cc3)CC2)cc1	-1	1	0.0	-6	-6
35	O=C(CO/N=C/c1ccc2c(c1)OCO2)Nc1cccc(Br)c1	2	4	0.1	-5	-8
36	CCCCNC(=O)C1(O)c2ccccc2NC(=O)N1c1ccc(Cl)cc1 (centres undefined)	-20	4	0.3	-8	3

No.	PP1 counter	PREPL inh	CTSL1 counter	PP5 inh
25	-2	1	2	-0.1
26	-5	14	2	2.9
27	-4	-3	6	2.1
28	30*	-1	0	-1.0
29	-1	-3	7	0.7
30	-3	16	-4	-0.2
31	-7	-9	-3	-0.9
32	-1	2	-2	3.9
33	-1	-2	0	-0.4
34	-1	15	-2	3.0
35	1	-28	-3	3.0
36	-9	8	-1	-6.1

# Going on with the list:
No.	structure	EBNA-1 inhibitor	TPT1 inh	Efflux pump mplx	core dimer inh	ZTA counter
37	NS(=O)(=O)c1ccc(NC(=O)Cn2nc(C(=O)O)c3ccccc3c2=O)cc1	-9	4	0.1	-2	-1
38	S=C(NC1CCCCC1)c1ccc2c(c1)OCO2	1	-1	0.0	-2	0
39	CCOC(=O)c1[nH]c2ccccc2c1NC(=O)c1ccc(S(=O)(=O)N2CCOCC2)cc1	5	-4	-0.1	-5	-3
40	Cc1ccc2nc(C)cc(N/N=C/c3ccc(F)cc3)c2c1	0	-1	-0.1	-3	1
41	CCc1cc2c(-c3ccccc3)cc(=O)oc2cc1OC(C)C(=O)O (centres undefined)	3	-1	0.1	9	12
42	O=C(CSc1ccc2c(c1)OCCO2)Nc1cccnc1Cl	3	1	0.1	2	5
43	O=C(CNC(=O)OCc1ccccc1)Oc1ccc2ccc(=O)oc2c1	5	-2	-1.6	4	26
44	O=C(COC(=O)Cc1ccsc1)Nc1ccccc1Cl	.	.	0.1	.	-7
45	COc1ccc(C(NC(C)=O)c2cc(Cl)c3cccnc3c2O)cc1OC (centres undefined)	10	-1	0.0	1	-11
46	NS(=O)(=O)c1ccc2nc(NC(=O)c3ccc(Br)o3)sc2c1	-15	10	0.2	4	-1
47	Fc1ccc(CSc2ccc(-c3ccc4c(c3)OCO4)nn2)cc1	-1	0	0.2	-12	8
48	C#Cc1ccc(CN2CCC(C(=O)Nc3ccc(Oc4ccccc4)nc3)CC2)cc1	-10	-2	0.3	-2	-5

No.	PP1 counter	PREPL inh	CTSL1 counter	PP5 inh
37	-4	-3	3	1.1
38	-2	4	0	-0.5
39	-2	10	6	-0.5
40	1	13	-2	0.5
41	-1	-3	0	0.3
42	0	-2	1	-1.2
43	-4	10	0	0.3
44	4	14	.	3.4
45	0	7	1	0.0
46	-1	15	2	-2.7
47	0	-9	0	0.6
48	-6	-10	-5	-0.1

# 3 compounds already listed, sorted by their value in Efflux pump mplx, ascending.
no.	smiles	Efflux pump mplx
39	CCOC(=O)c1[nH]c2ccccc2c1NC(=O)c1ccc(S(=O)(=O)N2CCOCC2)cc1	-0.1
42	O=C(CSc1ccc2c(c1)OCCO2)Nc1cccnc1Cl	0.1
47	Fc1ccc(CSc2ccc(-c3ccc4c(c3)OCO4)nn2)cc1	0.2

# Remaining list, next part
No.	structure	EBNA-1 inhibitor	TPT1 inh	Efflux pump mplx	core dimer inh	ZTA counter
49	CCOC(=O)C1(CCOc2ccccc2)CCN(Cc2ccc(-n3cccn3)cc2)CC1	-7	-2	-0.1	-4	-23
50	COC(=O)Cc1ccc(OC(=O)CCS(=O)(=O)c2ccc(C)cc2)cc1	-5	1	-0.1	2	-4
51	COc1cccc(CNC(=O)C2CCN(S(=O)(=O)c3ccc4c(c3)CCC(=O)N4)CC2)c1	16	2	-0.1	0	-6
52	COC(=O)c1sccc1NC(=O)c1c(C)c(-c2cccc(Cl)c2)nc2ccccc12	-7	3	0.5	-3	-2
53	COc1ccc(-c2nn(-c3ccccc3)cc2C(=O)N2CCOCC2)cc1	2	1	0.1	-1	-15
54	Cc1ccc(/C(O)=C2/C(=O)C(=O)N(Cc3cccnc3)C2c2ccccn2)cc1 (centres undefined)	5	1	0.1	-2	19
55	COc1ccc(-n2cnc3cc(NCc4cccs4)ccc32)cc1	-11	3	0.0	-2	-31
56	CSc1ccccc1OCc1cc(C(=O)NCCC2=CCCCC2)no1	8	0	0.0	-1	-9
57	CC(=O)Oc1cc2cccc(OC(C)=O)c(=O)c2c(OC(C)=O)c1OC(C)=O	-5	-7	-0.1	-16	-7

No.	PP1 counter	PREPL inh	CTSL1 counter	PP5 inh
49	3	-79	-4	1.1
50	-2	27	-63	0.3
51	0	10	1	-1.6
52	0	2	-1	1.8
53	-1	-4	0	0.3
54	1	-3	1	0.4
55	2	28	1	5.2
56	0	9	3	2.8
57	3	63*	-5	3.4
